IMPase Li cell – IMPase inhibition in cells with lithium potentiation. CHO-M1 cells, IP1 TR-FRET (IP-One), carbachol + lithium. Potency, µM (top dose mostly 59.4 µM), for the others: top-dose activity, negative = IMPase inhibition, most hits filed as inhibitors. 0.35% of 210,000 active. AID 1457;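 also: IP1 builds up when IMPase is blocked and the TR-FRET signal falls; potency is read from the fitted curve at half-maximal effect; plate controls were basal vehicle for no effect and high inhibitor control for full effect; nearly all actives have a fitted effect of over 50% in size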
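Lithium-sensitised IP1 accumulation assay; M1-expressing CHO cells treated 30 min at 37C with compound. Competitive antibody detection by time-resolved FRET followed a 10 min room-temperature lysis step.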
HTT ATP protect – protects HTT-Q103 PC12 cells, measured by ATP; PC12 HTT-Q103 induced, cytoprotection, ATP luminescence, 40 h; Potency, µM (highest dose often 56.4 µM), for the others: cytoprotection (ATP increase), usual class: activators; 0.14% of 230,000 active;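 also: potency is read from the fitted curve at half-maximal effect; % of control where 0% means no effect; nearly all actives have a fitted effect of over 45% in size; toxic huntingtin expression switched on by the ecdysone agonist tebufenozide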
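PC12 cells with ecdysone-inducible HTT exon 1 Q103-GFP, induced with 100 nM tebufenozide and co-treated with library compounds in a dose series (1536-well, 1500 cells/well). Cytoprotection read as ATP content by ATPlite luminescence.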
SMN2 splice enh – enhancers of SMN2 splice variant expression | Potency, µM (series often up to 46.1 µM), without a hit: at the highest dose activity change, positive = activation, hits mostly activators | 2.8% of 210,000 active | HEK293 SMN2-luciferase splicing reporter, luminescence, 30-36 h | AID 1458; also: potency is read from the fitted curve at half-maximal effect; % of control where 0% means no effect; nearly all actives have a fitted effect of over 55% in size
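HEK293 cells carry an SMN2 […]–luciferase reporter in which exon 7 inclusion puts luciferase in frame. Cells were plated 10-12 h before compound addition, then incubated 30-36 h at 37C. ONE-Glo luminescence was read; sodium butyrate at 4.5 mM final served as control.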
Lamin A splicing – LMNA splicing modulation; 0.01% of 200,000 active; HeLa LMNA splicing GFP/RFP minigene ratio, 48 h; Potency, µM (top dose mostly 46.1 µM), for inactives: top-dose ratio change, negative = inhibition, usual class: inhibitors; AID 1487; active = well fitted inhibition curve with a large enough effect in the signal ratio, with a control signal flat, not every such curve was filed as active; inconclusive = small, poorly fitted or top-dose-only effect, or effect the other way, or a change in a side signal; the % refers to the signal ratio; also: potency is read from the fitted curve at half-maximal effect; % is scaled to controls: 0 for no effect and ±100 for the full control effect
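S3 HeLa stable clones carrying a lamin A-EGFP splicing minigene plus DsRed2 were seeded at 600 cells/well in Opti-MEM with 2% FBS, pin-dosed and incubated 48 h at 37°C. Acumen cytometry (488 nm) gave the GFP/RFP total-intensity ratio.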
Luc counter – Kinase-Glo luciferase inhibition (counter-screen); Q27757; Kinase-Glo luciferase, ATP luminescence, 8 min; Potency, µM (doses to about 38.3 µM), inactives show at the top dose activity change, negative = inhibition, most hits filed as inhibitors; 0.28% of 200,000 active; AID 1379; also: potency is read from the fitted curve at half-maximal effect; % is scaled to controls: 0 for no effect and ±100 for the full control effect; nearly all actives have a fitted effect of over 60% in size
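Kinase-Glo luciferase light output from ATP and luciferin was measured with 10 uM ATP, within the enzyme's linear range. Buffer: 50 mM imidazole pH 7.2, 50 mM KCl, 7 mM MgCl2, 0.01% Tween 20, 0.05% BSA; luminescence read after 8 min at ambient temperature.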
HTT aggregate – inhibitors of mutant huntingtin aggregate formation in PC12 cells. PC12 HttQ103-GFP aggregates, Acumen cytometry, 40 h. Potency, µM (doses to about 46.1 µM), for inactives: at the top dose activity change, negative = inhibition, most hits filed as inhibitors. 1.1% of 220,000 active. AID 1688; also: potency is read from the fitted curve at half-maximal effect; % is scaled to controls: 0 for no effect and ±100 for the full control effect; nearly all actives have a fitted effect of over 60% in size
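Ecdysone-promoter PC12 model expressing HTT exon 1 Q103 fused to GFP, induced by tebufenozide at 100 nM final. Compounds titrated; aggregates sized 1–25 µm scored on a 488 nm laser cytometer.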
CBFb RUNX1 block – inhibitors of human CBF-beta and RUNX1 interaction | AlphaScreen CBFb-His/RUNX1-biotin binding, biochemical | AID 1477 | Potency, µM (titrated, usually from 59.8 µM), inactives show at the top dose activity, negative = inhibition, usual class: inhibitors | 230,000 tested, under 10 active | Q01196+Q13951; also: % of control where 0% means no effect
Target sequence (Q01196 whole entry, looked up): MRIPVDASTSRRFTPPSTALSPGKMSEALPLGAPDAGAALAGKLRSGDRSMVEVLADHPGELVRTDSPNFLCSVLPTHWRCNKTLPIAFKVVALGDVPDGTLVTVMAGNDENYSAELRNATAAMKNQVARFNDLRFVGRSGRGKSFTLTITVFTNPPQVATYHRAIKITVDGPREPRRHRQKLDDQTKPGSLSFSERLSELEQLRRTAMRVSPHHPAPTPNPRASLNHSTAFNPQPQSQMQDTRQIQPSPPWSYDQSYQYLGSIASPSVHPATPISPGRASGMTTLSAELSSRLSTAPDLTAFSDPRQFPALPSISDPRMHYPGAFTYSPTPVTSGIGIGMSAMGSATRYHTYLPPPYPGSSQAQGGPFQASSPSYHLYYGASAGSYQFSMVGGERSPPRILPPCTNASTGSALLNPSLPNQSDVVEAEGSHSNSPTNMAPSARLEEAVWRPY
Target sequence (Q13951 whole entry, looked up): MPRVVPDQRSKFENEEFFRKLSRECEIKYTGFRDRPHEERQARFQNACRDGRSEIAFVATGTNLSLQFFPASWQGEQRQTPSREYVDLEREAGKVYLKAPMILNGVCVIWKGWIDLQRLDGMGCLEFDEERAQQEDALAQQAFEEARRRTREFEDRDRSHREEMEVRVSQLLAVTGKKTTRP
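AlphaScreen proximity signal reports loss of binding between His-tagged CBF-beta and biotin-labelled RUNX1, each at 30 nM. Proteins are pre-associated for 20 minutes, compounds added for 15 minutes, then beads for 90 minutes, all at ambient temperature.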
Active calls of the source: *; u = inconclusive; x = not tested or not shown; [ ] = dose if it differs, or a comment. Unless noted, calls follow the shape of the dose curve; as a rule, active = well fitted curve in the direction sought with a large enough effect; inconclusive = small, poorly fitted or top-dose-only effect, or another doubt; inactive = no such curve, though single readings can be large; an effect the other way counts as inactive or inconclusive.

SMILES	IMPase Li cell	HTT ATP protect	SMN2 splice enh	Lamin A splicing	Luc counter	HTT aggregate	CBFb RUNX1 block
CCCc1nc(SCC(=O)Nc2nc3c(s2)CCCC3)c2ccccc2n1	13µM*	-13%	-44%[inhibitor]	u	-3%	7%	1%
C=C1C[C@@]23CC4C5[C@@]6(C)C[C@H](O)C[C@@]57C2[C@H](O)[C@@H]1[C@H](O)[C@H]3[C@H]7N4C6	6%	-29%	8%	x	0%	x	-4%
Cc1cc(NC(=O)c2cc(F)c(F)cc2Cl)no1	5%	x	1%	-8%	-2%	-21%	-2%
CCN(C(=O)c1c(OC)cccc1OC)c1nnc(-c2cccnc2)s1	-2%	-17%[10 µM]	-6%	-4%	5%	19%	2%
O=C(N/N=C\c1c(O)ccc2ccccc12)c1ccc(S(=O)(=O)N2CCCCC2)cc1	-5%	-78%[inhibitor][10 µM]	-95%[inhibitor]	-18%	0%	u	u
O=C(Nc1cccnc1Oc1ccc(Cl)cc1)c1cccc2ccccc12	x	19%[10 µM]	x	x	x	21%[9.22 µM]	13%
COc1cc2[nH]c3c(=O)n(CCN(C(C)C)C(C)C)cnc3c2cc1OC	9%[38.3 µM]	-34%	-5%	2%	0%	2%	-2%
COc1ccc(-c2nnnn2-c2ccc(F)cc2F)cc1	10%	-6%[10 µM]	-2%	27%[46 µM]	1%	-20%	0%
O=S(=O)(c1ccc(-c2ccon2)s1)N1CCN(c2ccccn2)CC1	x	2%[10 µM]	x	x	x	16%[9.22 µM]	4%
N#Cc1c(-c2ccccc2Cl)cc(-c2ccccc2)nc1Br	8%	x	-12%	u	1%	-5%	-17%
COc1cc(/C=N/Nc2ccc([N+](=O)[O-])cc2S(=O)(=O)N2CCOCC2)cc(OC)c1OC	-14%	25%[10 µM]	19%	-10%	3%	-11%	4%
C=CCNC(=O)COC(=O)c1ccc(Cl)c(S(N)(=O)=O)c1	3%	x	4%	x	0%	11%	-2%
CC1(C)Cc2c(sc3nc(-c4cccs4)n(N)c(=O)c23)CO1	12%[38.3 µM]	-96%[inhibitor]	-9%	u	-3%	10µM*	27%
COc1ccc(OCC(=O)N/N=C/c2ccncc2)cc1	1%	36%[10 µM]	5%	x	-5%	3%	8%
O=C1CNC(=O)/C1=C\c1ccc(O)cc1	10%	-20%[10 µM]	-17%[1.84 µM]	-13%	-8%	-8%	6%
CNS(=O)(=O)c1cccc(C(=O)NCC(c2cccs2)N(C)C)c1 (centres undefined)	3%[38.3 µM]	-2%	12%	0%	2%	-4%	5%
COc1cccc(C2=CC(c3ccccc3)n3ncnc3N2)c1 (centres undefined)	u	10%	-13%	-2%	0%	-20%	0%
CC(C)C(NS(=O)(=O)c1cccc2nsnc12)C(=O)N1CCn2c1nc1ccccc12 (centres undefined)	4%[38.3 µM]	-28%	4%	-2%	0%	-7%	-1%
CCOc1ccccc1N1CCN(C(=O)Nc2cccc(Cl)c2)CC1	34%[activator][38.3 µM]	-24%[0.074 µM]	x	-11%	0%	-12%	3%
S=C(NCCN1CCOCC1)Nc1cccc2ccccc12	-7%	-15%[10 µM]	18%	-7%	-3%	3.5µM*	-22%
CCCSc1nnc(NC(=O)Nc2ccccc2)s1	11%	23%[10 µM]	26%	-10%	0%	12%	4%
Cn1cnc(NCc2ccccc2)c1[N+](=O)[O-]	x	11%[10 µM]	x	x	x	12%[9.22 µM]	3%
CCOc1cc(C(=O)OCC(=O)Nc2ncc(Cl)c(C)c2Cl)ccc1OCC(=O)N1CCOCC1	x	2%[10 µM]	x	1%	x	5%	-1%
Cc1cc(N2CCN(c3ccccc3)CC2)nc(N2CCOCC2)n1	x	-11%[10 µM]	x	x	x	-24%[9.22 µM]	8%
CC(OC(=O)c1cn(-c2ccccc2)nc1-c1cccnc1)C(N)=O (centres undefined)	-8%	-9%	x	x	x	11%	-12%
COc1ccc(C(=O)N2CCCN(C)CC2)cc1S(=O)(=O)N1CCCc2ccccc21	5%[38.3 µM]	-19%	-23%	3%	-2%	9%	8%
CC(=O)c1ccc(NC(=O)COC(=O)c2c3c(nc4ccccc24)/C(=C\c2cccs2)CCC3)cc1	-12%	-8%[10 µM]	x	u	-7%	2%	-4%
O=C(c1cc(-c2ccco2)on1)N1CCCc2ccccc21	-6%[38.3 µM]	0%	2%	8%	0%	29%	-19%
CCOc1ccc(CCNC(=O)CCc2nc3ccccc3[nH]2)cc1OCC	-4%	-13%	-2%	x	1%	2%	9%
CCOc1ccc(S(=O)(=O)NCC2CCCO2)cc1 (centres undefined)	18%[38.3 µM]	-9%	-18%	-6%	0%	-28%	2%
Cc1c(C(=O)OCC(=O)N(C)C2CCS(=O)(=O)C2)oc2ccc(Br)cc12 (centres undefined)	x	12%[10 µM]	x	x	x	18%[9.22 µM]	2%
COCCCn1c2nc3ccccc3nc2c2c(=O)n(-c3ccccc3OC)c(C)nc21	-24%	4%[10 µM]	-13%	0%	2%	13%	-1%
Cc1cc(Cl)ccc1NC(=O)CCC(=O)O	-3%	x	10%	-4%	0%	2%	3%
COc1ccccc1Nc1ncnc2ccc(C)cc12	-3%[38.3 µM]	-27%	-8%	2%	-2%	u	5%
COc1ccc(C2NC(=O)c3ccccc3N2)cc1OC (centres undefined)	26%[38.3 µM]	12%	-46%[inhibitor]	16%	2%	2%[9.22 µM]	1%
Cc1ccc(C(=O)NC2CCN(CC(=O)NCc3cccs3)CC2)cc1	-1%	-15%	8%	u	1%	-5%	21%
COc1ccc(Nc2nnc(SCC(=O)Nc3cc(C)on3)s2)cc1	27%[38.3 µM]	-29%	u	6%	-8%	2%	2%
Cc1ccc(-n2c(SCC(=O)NCc3ccco3)nnc2-c2cccnc2)cc1	-2%	19%[10 µM]	5%	-14%	-2%	-7%	-13%
CCOC(=O)c1nc2nc(C)c(Cl)c(=O)n2[nH]1	5%[38.3 µM]	8%	-14%	-4%	-3%	2%	0%
Cc1cc(=O)[nH]c(SCc2cccc(Br)c2)n1	14%[38.3 µM]	4%	8%	-6%	-1%	-10%	6%
CC(=O)C1C(c2ccc(F)c(F)c2)NC(=O)NC1(O)C(F)(F)F (centres undefined)	8%	-13%[10 µM]	-3%	-2%	4%	-1%	4%
O=c1c(-c2nnc(SCc3ccc(Cl)cc3)o2)cccn1Cc1ccccc1	-2%[38.3 µM]	-67%[inhibitor]	-37%[inhibitor]	8%	1%	-10%	30%
CCOC(=O)c1nnn(CC(=O)Nc2ccccc2OC)c1C(=O)OCC	8%[38.3 µM]	4%[10 µM]	6%	-6%	-5%	-7%	-1%
O=C(c1ccco1)N1CCC2(CCN(Cc3ccccc3)CC2)CC1	37%[activator]	13%	-9%	x	-3%	x	x
CC(C)OC(=O)/C(C#N)=C/c1c[nH]c2ccccc12	5%	9%[10 µM]	-6%	-8%	2%	-8%	-9%
Brc1ccc(-c2nc(-c3ccccn3)no2)o1	6%[38.3 µM]	-81%[inhibitor]	2.5µM*	-2%	13µM*	2%	5%
C#CCCCCCCCCCCCc1ccco1	-9%	x	-3%	8%	-1%	x	x
Cc1cccc(C)c1OCc1n[nH]c(=S)n1-c1ccccc1	2%	x	6%	6%[46 µM]	-1%	-1%	7%
CCN(CC)C(=O)CSc1nc2ncccc2[nH]1	-18%[38.3 µM]	8%	-24%	5%	6%	2%	25%
Cc1ccc(SCc2ccc(C(=O)Nc3cccc([N+](=O)[O-])c3)cc2)cc1	3%[38.3 µM]	-3%	3%	10%[0.0737 µM]	1%	27%	-1%
CNC(=O)c1[nH]cnc1C(=O)Nc1ccc(C)cc1	2%	-4%[10 µM]	u	-2%	-3%	-2%	13%
CCOC(=O)c1cnc(SCC(=O)Nc2cc(OC)cc(OC)c2)nc1N	15%[38.3 µM]	8%	-36%[inhibitor]	u	-3%	7%	1%
Clc1cccc(Oc2ncccn2)c1	3%	1%[0.074 µM]	12%	-2%	-1%	2%	2%
CCCc1cc(=O)[nH]c(SCc2cc(=O)oc3c(C)c(C)ccc23)n1	1%	11%[10 µM]	-16%	-7%	1%	-9%	13%
CSc1nsc(SCC(=O)Nc2ccc(Br)cn2)n1	6%[38.3 µM]	-11%	-1%	u	-5%	2%	3%
COc1ccc(CCn2c(-c3cc([N+](=O)[O-])cc([N+](=O)[O-])c3)nc3nc4ccccc4nc32)cc1	-9%	16%[10 µM]	-10%	-4%	-2%	u	0%
Cc1ccc(-n2c(C)cc(/C=C(\C#N)C(=O)NCC3CCCO3)c2C)cc1 (centres undefined)	16%[38.3 µM]	-81%[inhibitor]	u	6%	-7%	-16%	1%
COc1ccccc1Nc1nc2ccccc2n1C	17%	22%[10 µM]	11µM*	u	-8%	-28%	3%
Cc1c(C#N)c(O)n(C)c(=O)c1N=Nc1ccc(S(N)(=O)=O)cc1	8%	-26%	-31%[inhibitor]	x	3%	-26%	-9%
O=c1[nH]c(CO)nc2c1oc1ccccc12	10%[38.3 µM]	17%[10 µM]	18%	3%	-4%	12%	0%

Arranged by SMILES length (smallest number first): part of the list above.
SMILES	IMPase Li cell	HTT ATP protect	SMN2 splice enh	Lamin A splicing	Luc counter	HTT aggregate	CBFb RUNX1 block
CCN(CC)C(=O)CSc1nc2ncccc2[nH]1	-18%[38.3 µM]	8%	-24%	5%	6%	2%	25%
CSc1nsc(SCC(=O)Nc2ccc(Br)cn2)n1	6%[38.3 µM]	-11%	-1%	u	-5%	2%	3%
CCOC(=O)c1cnc(SCC(=O)Nc2cc(OC)cc(OC)c2)nc1N	15%[38.3 µM]	8%	-36%[inhibitor]	u	-3%	7%	1%
COc1ccc(CCn2c(-c3cc([N+](=O)[O-])cc([N+](=O)[O-])c3)nc3nc4ccccc4nc32)cc1	-9%	16%[10 µM]	-10%	-4%	-2%	u	0%

(cont.)
SMILES	IMPase Li cell	HTT ATP protect	SMN2 splice enh	Lamin A splicing	Luc counter	HTT aggregate	CBFb RUNX1 block
COC(=O)/C(C#N)=C/c1ccc(N2CCOCC2)c([N+](=O)[O-])c1	x	5%[10 µM]	x	x	x	2%[9.22 µM]	1%
C=CCN(CC=C)C(=O)Nc1ccc2nc(C)sc2c1	-5%	x	17%	6%	-2%	-12%	-8%
c1ccc(SCc2nc(-c3ccccn3)no2)cc1	10%[38.3 µM]	-24%	11µM*	11%	-2%	-4%	1%
CCCCC(O)(CCN1CCOCC1)c1ccc(Cl)cc1 (centres undefined)	52%[activator][38.3 µM]	-1%	-5%	2%	0%	-8%	-8%

From PubChem BioAssay
